# High-throughput results from PubChem BioAssay.
# Efflux pump inh: blocks antifungal efflux pumps in multiplex yeast assay; S. cerevisiae Candida pump triplex, Nile Red efflux; inhibition, % at 10 µM; actives 0.44% (n = 330,000);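 active = plate passing quality check with inhibition over a set limit, or well fluorescence over plate mean plus 4 SD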;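 note: Nile Red retained in pooled yeast measured as flow cytometry median fluorescence; 0% = buffer negative control and 100% = Enniatin B positive control; higher means more Nile Red kept so more efflux inhibition; some compounds called inactive have numbers as strong as hits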
# PP1 inh: blocks human PP1-alpha phosphatase, a PP5 counter-screen | P62136 | purified PP1alpha, OMFP fluorescence | inhibition, % at 6.7 µM | actives 0.9% (n = 320,000);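 active = inhibition above the mean inhibition of all tested compounds plus 3 SD, computed separately for each screening campaign, cut at about 15% in these data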
# Target sequence (P62136 whole entry, looked up): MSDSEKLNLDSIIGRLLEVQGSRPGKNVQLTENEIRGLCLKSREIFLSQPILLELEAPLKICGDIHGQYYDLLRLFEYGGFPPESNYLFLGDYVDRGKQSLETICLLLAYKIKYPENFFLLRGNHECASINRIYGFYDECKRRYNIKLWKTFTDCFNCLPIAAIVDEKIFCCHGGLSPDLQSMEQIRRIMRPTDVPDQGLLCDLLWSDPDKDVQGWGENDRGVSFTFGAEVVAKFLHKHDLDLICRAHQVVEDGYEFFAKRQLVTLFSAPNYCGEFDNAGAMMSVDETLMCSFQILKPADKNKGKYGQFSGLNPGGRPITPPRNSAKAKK
# proCasp7 act: activates human procaspase-7, counter-screen for procaspase-3 activators; actives 0.093% (n = 330,000); P55210; recombinant procaspase-7, Ac-DEVD-pNA absorbance 405 nm; D23A/D198A/D206A triple mutant, cannot self-cleave; scale: DMSO 0, 5 µM enzyme 100; activation, % at 8.5 µM;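 active = percent activation above the screen-wide mean plus 3 SD, cut at about 25% in these data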
# Target sequence (P55210 whole entry D23A/D198A/D206A): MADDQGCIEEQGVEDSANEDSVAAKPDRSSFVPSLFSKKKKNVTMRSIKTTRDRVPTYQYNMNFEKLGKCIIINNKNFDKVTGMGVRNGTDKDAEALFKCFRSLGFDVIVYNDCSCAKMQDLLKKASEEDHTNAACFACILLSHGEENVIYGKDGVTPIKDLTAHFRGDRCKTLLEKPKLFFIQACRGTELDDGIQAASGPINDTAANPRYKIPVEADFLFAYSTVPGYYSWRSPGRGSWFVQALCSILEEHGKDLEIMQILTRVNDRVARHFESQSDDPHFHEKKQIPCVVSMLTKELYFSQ
#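 buffer or medium = Zinc-free HEPES/NaCl buffer, pH 7.4 | material = Procaspase-7 triple mutant (PC-7 D3A) | input = 2 µM procaspase-7 mutant as dispensed | signal = Epi-absorbance of released pNA at 405 nm, two timepoints | timing = 1 h preincubation, 2 h reaction | replicates = singlicate compound testing | evaluation = % activation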
# TPT1 inhibitor: C. albicans TPT1 enzyme inhibition. recombinant caTPT1, FP RNA substrate dephosphorylation. inhibition, % at 5 µM. actives 0.81% (n = 300,000);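 active = inhibition above the mean of all tested compounds plus 3 SD, set per screening campaign, cut at about 24% in these data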;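 note: plate controls were DMSO alone for no effect and ferristatin control at 100 nM for full effect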
# CTSL1 counter: counter-screen for PFM18AAP inhibitors: inhibitors of F. hepatica cathepsin L1. actives 0.49% (n = 300,000). recombinant F. hepatica cathepsin L1, Z-Leu-Arg-MCA fluorescence. AID 1906. inhibition, % at 5.96 µM;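 active = inhibition above the mean of all tested compounds plus 3 SD, set per screening campaign, cut at about 17% in these data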;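 note: 0% = plate median of test compound wells and 100% = 1 µM Z-Phe-Ala-diazomethylketone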
# PP5 primary: blocks human protein phosphatase 5 activity. P53041. purified PP5c, OMFP substrate fluorescence. inhibition, % at 6.7 µM. actives 0.18% (n = 320,000);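 active = inhibition above the campaign's mean inhibition across all tested compounds plus 3 SD, cut at about 9.5% in these data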;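 note: 0% = DMSO only and 100% = 100 µM cantharidin control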
# proCasp3 act: activators of human procaspase-3; P42574; AID 463141; actives 0.11% (n = 330,000); recombinant procaspase-3 D3A, Ac-DEVD-pNA absorbance 405 nm; activation, % at 8.5 µM;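 active = activation above the mean of all tested compounds plus 3 SD, cut at about 21% in these data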;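 note: 0% = DMSO alone and 100% = DMSO wells spiked with extra 5 µM PC-3 D3A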
# Target sequence (P42574 whole entry D9A/D28A/D175A): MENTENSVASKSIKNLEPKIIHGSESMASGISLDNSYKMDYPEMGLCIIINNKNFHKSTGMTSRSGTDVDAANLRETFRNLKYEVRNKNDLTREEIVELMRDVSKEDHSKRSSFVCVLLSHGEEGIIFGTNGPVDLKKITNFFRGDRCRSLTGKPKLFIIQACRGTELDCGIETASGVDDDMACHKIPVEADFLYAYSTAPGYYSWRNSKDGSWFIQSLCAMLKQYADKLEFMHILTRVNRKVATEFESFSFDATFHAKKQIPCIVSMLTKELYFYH
#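 Assay system: Autoprocessing-dead procaspase-3 D3A mutant enzyme; also added: Ac-DEVD-pNA; doses: one concentration, 8.5 µM nominal, 0.8% DMSO; times: 1 h compound preincubation, 2 h substrate hydrolysis at 25 °C; technique: 405 nm absorbance of p-nitroaniline, reads at 0 and 120 min; measure: % activation between DMSO and enzyme-spiked controls; repeats: single replicate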
# GASC-1 inh: blocks human GASC-1 demethylase activity; Q9H3R0; GST-JMJD2C(1-420) H3K9me3 demethylation, DELFIA europium; inhibition, % at 2.35 µM; actives 0.069% (n = 330,000);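 active = more than half of a compound's replicate wells show inhibition beyond 50%, single wells judged on their own value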;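 note: signal counts dimethyl H3K9 product captured on neutravidin plate; 0% = median of DMSO wells and 100% = 0.3 times that DMSO median; strong numbers were not always called active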
# HCV core dimer: HCV core protein dimerization inhibition; AID 1899; TR-FRET GST/Flag-core106 dimerization, 1536-well; actives 0.33% (n = 300,000); inhibition, % at 5 µM;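 active = inhibition above the mean of all tested compounds plus 3 SD, set per screening campaign, cut at about 45% in these data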
#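 assay system = GST-tagged and Flag-tagged HCV core protein residues 1-106 | controls = unlabelled core106 and no-GST-core106 wells | incubation = compound-protein-antibody incubation 4 h at 22.5 °C | probe or stimulus = Eu donor and XL665 acceptor anti-tag antibodies | read-out = % inhibition based on acceptor/donor emission ratio | signal = TR-FRET 671 and 617 nm emission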
# Numbers without * were called inactive; . = not tested or not shown; & = joins results of further samples. Compounds as they come; 2.9% or so of the library scored in one or more.
SMILES,Efflux pump inh,PP1 inh,proCasp7 act,TPT1 inhibitor,CTSL1 counter,PP5 primary,proCasp3 act,GASC-1 inh,HCV core dimer
COc1ccc(NC(=O)CCN2CCN(S(=O)(=O)c3ccc(Cl)cc3)CC2)cc1,0.3,-3,-7,-3,0,5.1,-2,3,2
Cc1ccc2oc(Nc3nc(C)cc(C)n3)nc2c1,0.1,-6,15,-2,-4,0.9,4,1,-3
CCOc1ccc(N=Cc2c(O)n(-c3cccc(C)n3)c(=O)c3ccccc23)cc1,0.8,3,-9,2,5,5.2,-11,34,6
CCn1c(=O)c(C(=O)NNS(=O)(=O)c2ccc(C)cc2)c(O)c2ccccc21,-0.2,7,2,3,1,1.1,1,8,-3
CCN1CCN(c2cc(C)c3cc(NC(=O)CCC(=O)N4CCN(c5ccccc5OC)CC4)ccc3n2)CC1,0.1,-1,8,-2,-2,2.5,10,6,2
CCOC(=O)c1cc(CC)sc1NC(=O)CN1C(=O)C(=O)N(CC(C)C)C1=O,0.0,-6,-3,-7,-1,7.9,-5,-25,0
CC1=C(C#N)S(=O)(=O)C(C#N)C(c2ccccc2)C1 (stereo not given),0.1,-9,6,10,0,2.6,5,8,-1
Cc1c(CCC(=O)O)c(=O)oc2cc3occ(-c4ccccc4)c3cc12,-0.4,0,2,-2,8,2.3,-5,-1,9
CSc1nnc(-c2ccco2)c(-c2ccco2)n1,-0.1,5,-22,0,53*,2.8,-27,-2,16
CC(=O)Nc1ccc(NC(=O)CCC(=O)Oc2ccc(C)cc2)cc1,0.1,-2,14,-5,-2,-0.3,3,4,-3
CCc1cc(=O)oc2cc(C)cc(OCC(=O)NC3CCN(Cc4ccccc4)CC3)c12,0.2,-5,3,-2,-1,-0.6,2,46,-1
CC(=O)Nc1ccc(C(=O)COC(=O)c2ccco2)c(F)c1,-0.1,1,6,.,.,2.7,-3,6,.
COc1cccc(NC(=O)N2CCC(C(=O)Nc3ccc(C)cc3C)CC2)c1,-0.2,1,11,-3,-1,-3.1,-2,-33,0
C/C(=N\Nc1nc(N2CCCCCC2)nc(N2CCCCCC2)n1)c1ccccc1,-0.1,1,5,-2,-1,3.3,0,-11,2
O=C(NC(=S)N1CCCC1)c1ccc(Cl)cc1,1.0,-3,4,0,0,3.1,8,21,10

# Three entries picked at random from those above, as already listed:
SMILES,Efflux pump inh,PP1 inh,proCasp7 act,TPT1 inhibitor,CTSL1 counter,PP5 primary,proCasp3 act,GASC-1 inh,HCV core dimer
CCOC(=O)c1cc(CC)sc1NC(=O)CN1C(=O)C(=O)N(CC(C)C)C1=O,0.0,-6,-3,-7,-1,7.9,-5,-25,0
CCN1CCN(c2cc(C)c3cc(NC(=O)CCC(=O)N4CCN(c5ccccc5OC)CC4)ccc3n2)CC1,0.1,-1,8,-2,-2,2.5,10,6,2
CCOc1ccc(N=Cc2c(O)n(-c3cccc(C)n3)c(=O)c3ccccc23)cc1,0.8,3,-9,2,5,5.2,-11,34,6

# (more compounds)
SMILES,Efflux pump inh,PP1 inh,proCasp7 act,TPT1 inhibitor,CTSL1 counter,PP5 primary,proCasp3 act,GASC-1 inh,HCV core dimer
COCCOC(=O)C1=C(C)NC(=O)NC1c1ccc(-c2ccc(F)cc2)o1 (stereo not given),-0.1,0,-3,3,3,0.1,-7,0,-3
CCC(CC)C1C(C#N)=C(N)SC(N)=C1C#N,-0.1,2,-11,39*,-3,3.1,-17,6,4
CCOC(=O)C1=C(C)N(C)C(=O)NC1c1cccc([N+](=O)[O-])c1 (stereo not given),-0.1,-6,-6,4,1,-2.3,-2,8,2
CCOC(=O)c1[nH]c(C)c(C(=O)OC)c1C,-0.1,-2,10,-7,0,0.3,5,3,0
O=C(CSc1nnc(-c2ccccc2F)o1)N1CCNC1=O,0.2,3,6,.,.,3.6,-8,1,.
COCCCn1c(SCc2nnc(-c3ccccc3)o2)nc2sc3c(c2c1=O)CCC3,0.3,-5,-3,5,1,1.7,2,2,0
CCOC(=O)C1=C(C)Nc2ncnn2C1c1cccnc1 (stereo not given),0.0,-5,6,0,1,0.6,4,4,-4
COc1ccc(Nc2nc3nonc3nc2N2CCCCC2)cc1,0.1,2,1,-3,1,1.3,-5,41,1
Cc1ccc(NC2CCCN(C(=O)c3cn4cc(Cl)ccc4n3)C2)cc1C (stereo not given),-0.1,0,-7,-4,-4,2.4,2,1,-16
c1ccc(COc2cccc(CNCc3cccs3)c2)cc1,0.5,0,5,1,0,-0.4,-7,-13,-5
O=C(CCC(=O)N(CC(=O)NC1CCCCC1)c1ccc2c(c1)OCCO2)Nc1ccccn1,0.0,0,-1,-10,2,0.7,-4,-9,3
N#C/C(=C\c1ccc(OCCN2CCOCC2)cc1)C(=O)Nc1ccccc1F,0.1,-3,-3,-3,2,3.3,-1,0,4
COc1cccc(CNC(=O)c2ccccc2C(=O)NC(C)(C)C(=O)NCc2cccc(OC)c2)c1,0.0,-1,2,3,-1,0.6,-3,-37,1
Cc1cc(C)n(C(=O)Cc2cn3ccsc3n2)n1,0.0,-2,0,-4,-3,-0.2,6,-2,-4
Cc1cc([N+](=O)[O-])nn1CCCC(=O)N1CCN(c2ccc(F)cc2)CC1,-0.2,-2,0,-2,1,-1.2,-4,3,1
COc1ccc(C(CNC(=O)c2ccc(NS(=O)(=O)c3ccc(F)c(C)c3)cc2)N(C)C)cc1 (stereo not given),0.1,7,6,0,1,-1.3,7,1,2
COc1ccc(CN2C(=O)CCC2(C)C(=O)NC2CCCC2)c(OC)c1 (stereo not given),-0.1,-4,6,2,-4,-0.4,2,2,-2
O=C(c1cccc2c1-c1ccccc1/C2=N/O)N1CCCCC1,-0.1,-7,-2,-5,-1,4.3,-8,26,5
Cc1cc(C)n(/N=C/c2cccs2)c(=O)c1C#N,-0.1,-3,-6,-2,5,0.0,2,-5,-14
CC(C)c1ccc(C(=O)NC2=NCCS2)cc1,0.0,-1,11,1,5,1.1,2,15,-10
Cc1ccc(Oc2ccccc2/C=C/C(=O)O)cc1,0.0,-2,-5,-3,1,0.5,-7,-8,4
O=C1N/C(=C/c2ccc(Br)s2)C(=O)N1c1ccccc1,0.2,-5,1,1,-2,1.9,4,1,3
Cc1ccccc1-n1c(SC2CCOC2=O)nnc1-c1ccncc1 (stereo not given),-0.1,-4,5,-5,-5,-0.3,6,3,0
CCC(c1nnc(SCC(=O)NNC(=O)c2ccccc2)n1Cc1ccccc1)N(C)C (stereo not given),0.0,-2,2,-2,-2,1.9,-1,24,-4
COc1ccc(CN2CCC(C(=O)N3CCN(c4ccccc4F)CC3)CC2)cc1OC,0.0,0,0,0,0,-1.2,-3,35,-3
CCOC(=O)Cc1csc(NC(=O)c2sc3nc4ccc(CC)cc4cc3c2N)n1,-0.1,30*,-2,-1,2,0.2,-7,-2,0
COc1ccc(CNC(=O)c2ccc3c(c2)N(C)CCS3)cc1,0.0,1,2,0,1,2.0,1,8,-12
CNC(=O)c1nn(-c2ccccc2)ccc1=O,-0.1,-4,7,-2,-5,0.4,5,9,-2
CC(=O)Nc1cccc(N(C)C)c1,-0.1,-7,-2,5,3,-7.1,-2,3,-6
CCOC(=O)C1=C(O)/C(=C/c2ccc(OCC(=O)O)c(OCC)c2)SC1=Nc1ccccc1,0.0,4,-4,-3,7,1.4,-9,-5,3
CCN1CCc2c(OCC(=O)N3CCCc4ccccc43)cccc2C1=O,-0.1,1,0,0,0,-0.3,0,-19,7
CC(=O)NS(=O)(=O)c1cccnc1Nc1ccc(Cl)c(Cl)c1,0.1,-1,-1,-4,0,0.3,1,3,3
CC(C(=O)Nc1ccccc1-c1ccccc1)N(C)Cc1nc2ccccc2c(=O)[nH]1 (stereo not given),-0.1,-1,2,-1,-2,-2.2,4,6,-1
Cc1ccccc1N1C(N)=NC(N)=NC1(C)C,0.0,-4,-5,-1,1,-0.2,9,8,-12
COc1ccc(CCNC(=O)Cn2cccc2C(=O)c2ccccc2)cc1OC,0.1,1,3,1,2,2.3,-4,4,-2
CN(CC(=O)Nc1cccc(F)c1)C(=O)c1ccc(S(=O)(=O)N2CCCC2)cc1,0.2,-2,-3,.,.,2.8,5,-2,.
CCCOC(=O)Nc1sc2c(c1C(N)=O)CCCC2,0.0,-1,3,2,2,0.3,-1,-3,0
CC(=O)N(C1=C(N)C(=O)c2ccccc2C1=O)c1ccccc1,0.1,-4,-4,-1,30*,2.2,5,2,-1
CC(C)OCCCNC(=O)CNC(=O)c1ccc(Cl)c(Cl)c1,-0.1,-6,-1,0,4,-3.2,5,17,1
CCC1OC(c2ccc([N+](=O)[O-])cc2)=Nc2ccccc21 (stereo not given),-0.2,0,-1,0,-1,1.7,-5,16,-3
CC1(C)COCN1C(=O)c1ccc(Cl)c(Cl)c1,0.0,-5,-1,-5,-1,2.0,9,-2,-6
COc1cc(C#Cc2c(-c3cncn3C)n(C)c3ccc(-c4ccc(OC)c(OC)c4)cc23)cc(OC)c1,0.2,0,4,.,.,4.2,8,4,.
CCn1c(=O)c(C(=O)NCc2ccccc2OC)c(O)c2ccccc21,-0.1,-1,5,-3,4,1.4,-5,4,-15
CC(=O)NCCOc1cccc2cccnc12,-0.1,-3,4,0,0,1.1,6,-16,-6
O=C(CSc1nc2ncccc2[nH]1)Nc1ccccc1-c1ccccc1,-0.2,-4,0,3,0,2.3,-5,-3,-4
COc1ccc(C(=O)NCc2nnc(SCC(=O)Nc3ccccc3OC)n2C)cc1,0.0,2,5,-1,3,-0.8,-1,-13,2
Cc1ccc2nc(NC(=O)CN(C)S(=O)(=O)c3cccc4nsnc34)sc2c1,0.4,1,-1,-1,1,2.3,0,90&5,0
CC(=O)Nc1ccc(S(=O)(=O)Nc2nc3ccccc3nc2Nc2ccc(S(N)(=O)=O)cc2)cc1,0.1,2,-5,-1,6,2.9,1,-8,-14
O=C(Nc1ccc(SC(F)F)cc1)c1cc(-c2ccncc2)nc2ccccc12,0.5,13,4,.,.,6.9,10,-4,.
CCCCNC(=O)c1ccccc1C(=O)NCCCC,0.0,-3,11,-1,-2,0.9,3,1,4
CCOc1cc(/C=N/NC(=O)c2ccc(O)cc2)ccc1Oc1nc(Cl)ncc1F,0.0,-4,1,-1,3,1.8,-5,26,27
CN(c1ccc(C(=O)NC2CC2)cc1)S(=O)(=O)c1ccccc1,0.1,0,3,1,0,3.3,-1,-15,-4
CN1C(C(=O)NCc2cccc(C(F)(F)F)c2)CC2Cn3c(nc4ccccc43)C21 (stereo not given),-0.1,0,-3,0,-5,3.9,5,-1,-10
COc1ccc(NC(=O)/C(Cl)=C(/Cl)S(=O)Cc2ccccc2)cn1 (stereo not given),-0.1,0,-7,-6,-2,1.8,-4,1,11
O=C1c2ccccc2NC(c2ccc(O)c(O)c2)N1c1ccccc1Cl (stereo not given),0.1,-1,4,7,-5,-1.6,1,-12,-11
